NCOA1 inh: inhibits human SRC1 coactivator; inhibition, % at 3.6 µM; Q15788; HEK293 GAL4-SRC1 luciferase reporter, luminescence; hit rate 0.12% among 360,000;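 active = inhibition above the campaign mean plus 3 SD, with each screening campaign given its own cutoff, cut at about 60% in these data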;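 also: 0% = DMSO treated cells and 100% = gossypol at 36 µM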
TROY NFkB inh: TROY signaling inhibition | Q293 LMP1-TROYcd NF-kB luciferase reporter, 4 h | inhibition, % at 10 µM | hit rate 0.98% among 360,000 | AID 1347056;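 active = compounds whose plate-normalised and pattern-corrected inhibition of the luciferase reporter signal at the single screening dose is 50% or more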
NOD2 RIPK2 PPI: blocks binding of human NOD2 to RIPK2 | O43353 | CHO BLA complementation NOD2-RIPK2, CCF4 ratio | inhibition, % at 4.98 µM | hit rate 0.38% among 360,000 | AID 624267; in the data active = inhibition above about 21%;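 also: 0% = vehicle only and 100% = reference blocker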
TLR9-MyD88 inh: TLR9-MyD88 interaction inhibition | CHO BLA complementation TLR9-MyD88, CCF4 FRET ratio | AID 504734 | inhibition, % at 4.98 µM | hit rate 0.21% among 340,000 | Q9NR96+Q99836;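 active = inhibition above the mean over all tested compounds plus 3 SD, cut at about 21% in these data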;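 also: 0% = DMSO only wells and 100% = clavulanate BLA inhibitor control wells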
SRC2 inh: human SRC2 (NCOA2) inhibition. HEK293 GAL4-SRC2 luciferase reporter, luminescence. inhibition, % at 9 µM. AID 651957. Q15596. hit rate 0.17% among 370,000;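 active = inhibition above the mean inhibition of all tested compounds plus 3 SD, set per campaign, cut at about 52% in these data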;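 also: 0% = DMSO treated cells and 100% = cells given Gossypol at 36 µM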
NCOA3 inh: inhibitors of human steroid receptor coactivator 3 (SRC3) | Q9Y6Q9 | HEK293 GAL4-SRC3 luciferase reporter, luminescence | inhibition, % at 3.6 µM | hit rate 0.17% among 360,000;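 active = inhibition above a per-campaign cutoff, the mean of all compounds plus 3 SD, cut at about 60% in these data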;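 also: 0% = DMSO-treated cells and 100% = gossypol-treated cells at 36 µM; higher means less SRC3-driven luciferase light from the GAL4 reporter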
Vif inh: blocks HIV Vif function. HEK293T cells, Vif self-association by quenched fluorescence, imaging, 24 h. inhibition, % at 7.49 µM. hit rate 0.35% among 340,000. AID 602346; in the data active = inhibition above about 50%, passing the limit was not always enough; also: some results filed as inactive read as strong as hits
NR5A2 inv ag: NR5A2 inverse agonism in reporter assay; hit rate 0.13% among 360,000; inhibition, % at 3.6 µM; HEK293T StAR-luciferase reporter, LRH-1 transfected, 24 h; AID 602396;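 active = inhibition above the mean inhibition of all tested compounds plus 3 SD, cut at about 73% in these data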;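 also: 0% = DMSO wells and 100% = reporter-only cells lacking LRH-1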
Target sequence (O00482 whole entry, looked up): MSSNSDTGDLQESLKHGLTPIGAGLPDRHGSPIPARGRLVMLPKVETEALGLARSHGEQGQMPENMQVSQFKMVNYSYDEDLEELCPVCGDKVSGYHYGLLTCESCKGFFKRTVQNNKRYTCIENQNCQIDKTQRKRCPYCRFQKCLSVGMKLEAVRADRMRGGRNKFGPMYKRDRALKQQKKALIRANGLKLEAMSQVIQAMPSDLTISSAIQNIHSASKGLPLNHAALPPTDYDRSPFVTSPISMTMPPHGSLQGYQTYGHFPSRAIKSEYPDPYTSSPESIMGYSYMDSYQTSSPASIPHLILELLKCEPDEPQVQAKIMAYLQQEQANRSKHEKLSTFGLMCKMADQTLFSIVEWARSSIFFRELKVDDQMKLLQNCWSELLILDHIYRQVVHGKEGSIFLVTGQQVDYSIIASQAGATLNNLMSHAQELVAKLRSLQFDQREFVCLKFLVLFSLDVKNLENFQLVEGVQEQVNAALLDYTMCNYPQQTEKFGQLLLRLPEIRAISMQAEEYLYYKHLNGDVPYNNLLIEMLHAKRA
COUP-TFII inh: NR2F2 (human) inhibition, primary screen; HEK293T NGFI-A luciferase reporter, luminescence; hit rate 0.7% among 370,000; inhibition, % at 8.6 µM; AID 686940;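 active = inhibition above a per-plate cutoff, mean inhibition of test wells between control levels plus 3 SD, cut at about 38% in these data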;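 also: cells cotransfected with COUP-TFII expression vector driving the NGFI-A reporter; 0% = median of COUP-TF2 test wells and 100% = reporter-only cells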
Target sequence (P24468 whole entry, looked up): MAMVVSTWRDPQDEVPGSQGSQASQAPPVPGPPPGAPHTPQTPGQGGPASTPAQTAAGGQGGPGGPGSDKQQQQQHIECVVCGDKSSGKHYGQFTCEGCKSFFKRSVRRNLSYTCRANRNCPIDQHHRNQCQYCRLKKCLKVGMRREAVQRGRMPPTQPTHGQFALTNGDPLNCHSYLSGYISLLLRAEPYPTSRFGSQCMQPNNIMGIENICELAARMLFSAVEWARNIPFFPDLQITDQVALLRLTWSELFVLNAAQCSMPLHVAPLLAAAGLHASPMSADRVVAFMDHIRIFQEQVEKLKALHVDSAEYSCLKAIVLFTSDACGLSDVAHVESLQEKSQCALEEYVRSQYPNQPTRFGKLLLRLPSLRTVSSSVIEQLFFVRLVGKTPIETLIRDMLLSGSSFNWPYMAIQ
C8 TRAIL sens: sensitizes caspase-8 expressing cells to TRAIL. NB7+C8 cells + TRAIL, ATPlite viability luminescence. inhibition (viability loss, TRAIL sensitization), % at 10 µM. hit rate 1% among 360,000. AID 624354;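 active = compounds causing at least 50% loss of cell viability in the single-dose screen, relative to plate controls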
EBV LMP1 NFkB: inhibitors of Epstein-Barr LMP1-induced NF-kappaB reporter | LMP1-induced NF-kappaB luciferase reporter cells, luminescence | inhibition, % at 12.5 µM | hit rate 0.69% among 350,000 | AID 504558; in the data active = inhibition above about 41%;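 also: 0% = neutral control wells and 100% = reference inhibitor control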
* hit, by the source's call; . = not tested or not shown. The list is partial, so the mix of outcomes need not match the whole.

SMILES	NCOA1 inh	TROY NFkB inh	NOD2 RIPK2 PPI	TLR9-MyD88 inh	SRC2 inh	NCOA3 inh	Vif inh	NR5A2 inv ag	COUP-TFII inh	C8 TRAIL sens	EBV LMP1 NFkB
C=CCNC(=O)CC1C(=O)NCCN1Cc1ccc(-c2ccccc2)cc1 (stereo not drawn)	-12	6	-6	-2	-17	-20	-4	10	-1	-10	0
Nc1cnn(Cc2ccccc2F)c1	-19	6	-4	3	4	11	-3	15	12	-3	-2
COc1ccc(/C=N/NC(=O)CN2CCN(Cc3ccccc3)CC2)cc1Br	-6	-23	4	4	-9	14	-2	5	-2	-7	-6
Cc1ccc(C)c(N(CC(=O)NCc2ccco2)C(=O)CCC(=O)Nc2ccccn2)c1	-10	0	0	-6	19	-1	-2	9	13	-5	0
CCN(CC)C(=O)CSC(Nc1cccc(F)c1)=C(C#N)C#N	-3	-38	-4	.	3	-3	6	-2	-7	-6	.
Cc1ccc2nsnc2c1NC(=O)CCc1ccccc1	13	7	-3	2	14	8	.	3	1	1	2
COc1cc(NC(=S)NC(=O)c2ccccc2F)ccc1NC(=O)c1ccco1	-28	-3	-4	-7	-14	-1	3	-14	1	-3	2
O=C(N/N=C/c1cccnc1)c1cc(-c2ccccc2Cl)nc2ccccc12	0	-19	-7	6	-19	-4	.	10	12	-1	1
O=C(CCN1CCN(CCO)CC1)Nc1ccc(C2CCCC2)cc1	-17	-20	-12	-12	-28	6	5	-6	2	6	2
Cc1cc(OCCCN2CCCC2)ccc1Cl	26	12	-4	8	-32	-13	1	-4	-3	-3	4
COc1ccccc1Cc1nc(-c2ccncc2)no1	-7	-25	-10	-9	-1	-6	.	27	-14	5	-4
Cc1cccc2cc(CN(C(=S)NCC(C)C)C3CCCC3)c(=O)[nH]c12	1	-3	-5	1	30	12	-12	39	5	6	-1
CCCCn1c(N)c(N(Cc2ccccc2OC)C(=O)CN2C(=O)NC(C)(c3ccccc3)C2=O)c(=O)[nH]c1=O (stereo not drawn)	-25	-7	0	-1	14	-17	-10	-1	-3	-9	-1
CCC1=C(OC(=O)N(CC)CC)N2C(=O)OC(=NCC(=O)OC)[C@]2(Cc2ccccc2)[C@H]2C1=CC[C@H]1C(=O)N(c3ccccc3)C(=O)[C@H]12	12	1	-1	8	-8	4	-3	-7	0	-3	8
Cc1ccc(NC(=O)CCNC(=O)c2ccc(Cl)cc2)cc1F	-11	-15	0	1	-10	-6	-10	-12	16	-3	0
COc1ccc(C(C)=O)cc1COC(=O)c1cnc(Cl)c(Cl)c1	-12	-44	-2	-5	-4	-6	-13	8	15	7	10
CC(=O)Nc1nc2ccccc2[nH]1	-10	31	-3	-17	-3	2	-2	10	16	-13	2
C/C(=N\NC(=O)c1ccccc1)c1ccc(NC(=O)c2cccs2)cc1	-22	-45	-3	-2	-45	-11	1	-38	-19	9	-5
COc1ccc(N(CC(=O)NCc2ccccc2Cl)S(=O)(=O)c2c(C)noc2C)cc1	-12	-18	-5	7	4	15	-2	-6	-2	-15	-1
O=C(O)CCN1C(=O)c2ccc(NC(=O)c3ccco3)cc2C1=O	9	-9	-3	5	-11	10	-11	16	-1	-6	5
C(=C\c1ccccc1)/C=N/N1CCN(c2ccccn2)CC1	-71	-59	7	-7	-18	-58	.	-84	-44	0	85*
Cc1ccc2cc(C)c(N3CCN(c4ccccn4)CC3)nc2c1	-27	-33	1	1	-29	8	-5	-20	-10	4	3
O=C(CSc1nc2ccccc2c(=O)n1NC(=O)Cc1ccccc1)NCc1ccccc1	7	-9	-8	0	-3	4	-1	-11	-16	-5	1
O=C(O)CCc1nn2c3ccccc3nc2n(Cc2ccccc2)c1=O	-14	10	-3	-3	-27	11	-3	16	10	-5	0
O=C(CSc1n[nH]c(-c2cccs2)n1)NC1CCS(=O)(=O)C1 (stereo not drawn)	0	-6	-12	3	0	0	-3	-4	-3	-5	1
SMILES	NCOA1 inh	TROY NFkB inh	NOD2 RIPK2 PPI	TLR9-MyD88 inh	SRC2 inh	NCOA3 inh	Vif inh	NR5A2 inv ag	COUP-TFII inh	C8 TRAIL sens	EBV LMP1 NFkB
O=C(Cc1nn[nH]n1)Nc1cc(Cl)cc(Cl)c1	-67	5	5	10	-12	4	5	-2	-9	8	-1
CN(CCC#N)C(=O)COC(=O)c1c2c(nc3ccccc13)/C(=C/c1ccco1)CC2	-91	10	12	5	27	-61	-1	-58	-2	3	-37
CCOc1ccc(S(=O)(=O)NCCCN2CCCC2=O)cc1	10	12	-3	-5	-3	0	-5	4	-12	0	4
Cc1nc2cc(-c3cccc(F)c3)nn2c(N2CCN(C(=O)c3ccco3)CC2)c1C	-34	-35	6	-6	-34	-24	-24	-4	-3	20	-74
OC(COCc1ccc(Cl)cc1)CN1CCc2ccccc2C1 (stereo not drawn)	2	3	-14	-3	12	0	9	2	-1	-1	-9
CCO/C=C/C(=O)N(C)CCC#N	-14	2	-12	6	13	3	15	-24	-1	-3	-3
CCC(C(=O)NCc1ccccn1)n1c2ccccc2c2nc(=O)cc(C)n21 (stereo not drawn)	-10	-3	-7	-13	-16	-1	-5	12	-11	5	-5
CCOC(=O)c1[nH]c2ccc(Br)cc2c1NC(=O)CCN1CCOCC1	-13	5	6	-1	-60	1	-4	12	4	2	-4
COc1ccc(C)cc1NC(=O)CSc1nnc2ccc(-c3ccccn3)nn12	-7	0	-10	-1	4	-2	8	-10	1	-7	-1
Cc1cc(Cl)ccc1NC(=O)Nc1c(C)n(-c2ccccc2)c(=O)n1C	9	14	-4	-4	12	3	7	16	-5	-7	-1
CCCCNC(=O)c1onc(CSc2cccc(F)c2)c1C(=O)O	3	-4	-6	10	23	6	-6	-1	-3	1	-3
Cn1nc(C(=O)NC2CCCC2)c2ccccc2c1=O	-15	-16	-10	-3	-7	-13	-2	7	10	-5	-12
O=C(COC(=O)c1ccc(CN2CCCC2=O)cc1)Nc1ccc(F)cc1	-16	-48	2	-8	-41	-22	-2	-13	-4	-18	1
CC[C@@H]1C=C(C(=O)O)[C@H](c2cccc(C)c2)N1S(=O)(=O)c1ccc(C)cc1	11	-6	4	1	-8	-8	.	13	10	-6	-2
O=C(Nc1nn(Cc2ccc(Cl)cc2)cc1Br)c1ccc(COc2ccccc2Cl)o1	-2	30	1	-6	-17	12	-8	0	-2	-2	0
N/C(=N\OC(=O)C12CC3CC(CC(C3)C1)C2)c1ccccn1	-70	-105	12	-3	-20	-46	-14	-90	-35	25	-38
Cc1nc2c(-c3ccc(F)cc3)c(C)nn2c(C)c1CCC(=O)N1CCN(c2ccc(F)cc2)CC1	1	10	-10	-2	12	0	.	-22	8	-5	2
CCCNC(=O)Cn1nc(C(F)(F)F)c2c1CCC2	19	-1	-12	0	-34	-4	-8	-6	10	-2	-2
Cc1cc([N+](=O)[O-])nn1Cc1noc(C(=O)NCCc2ccccn2)n1	-25	0	-7	-2	-2	-24	0	-8	15	-7	-6
COCc1ccc(C(=O)N2CCCC(CNC(=O)c3ccc(F)cc3)C2)o1 (stereo not drawn)	-10	-6	-5	7	-16	-33	1	1	-8	0	3
COCCCNC(=O)c1cc(C)nn1-c1ccccc1	7	-22	-6	-6	12	-12	4	11	-9	-2	-7
C=C1c2ccccc2NC(=O)N1c1ccc(C)cc1	-34	-31	0	-11	-49	-7	2	-14	-14	3	-19
COc1ccc(S(=O)(=O)Nc2cccc3c2O[C@H](CN(C)S(=O)(=O)c2cn(C)cn2)[C@@H](C)CN([C@H](C)CO)C3=O)cc1	-12	-10	3	-4	1	-16	-2	10	0	-5	-5
Cc1cscc1-c1cc2nc(NCCCN(C)C)n(C)c(=O)c2s1	-16	-38	-8	.	-15	-15	20	2	-8	12	.
C[C@H](NC(=O)c1nc[nH]c1C(=O)NCC(=O)OCc1ccccc1)c1ccccc1	-10	34	1	5	-23	0	-9	12	10	-7	-5
CCN1C(=O)N/C(=C/c2cc(C)n(Cc3ccccc3)c2C)C1=O	-163	2	-7	7	-44	-55	-1	-13	-39	32	-17
CCOC(=O)Cc1nnc(NC(=O)COc2ccc(C)cc2)s1	3	6	11	1	5	9	8	-2	4	0	-3
CCCOc1ccc(C(=O)CCC(=O)OCC(=O)N2CC(=O)Nc3ccccc32)cc1	1	-2	0	0	-5	-2	-8	-14	-10	7	2

Printed as active in EBV LMP1 NFkB, of those listed so far:
Molecule,NCOA1 inh,NOD2 RIPK2 PPI,TLR9-MyD88 inh,SRC2 inh,NCOA3 inh,Vif inh,NR5A2 inv ag,COUP-TFII inh,EBV LMP1 NFkB
C(=C\c1ccccc1)/C=N/N1CCN(c2ccccn2)CC1,-71,7,-7,-18,-58,.,-84,-44,85*

Complete entries, quoted from the list. Order of screens: NCOA1 inh	TROY NFkB inh	NOD2 RIPK2 PPI	TLR9-MyD88 inh	SRC2 inh	NCOA3 inh	Vif inh	NR5A2 inv ag	COUP-TFII inh	C8 TRAIL sens	EBV LMP1 NFkB
Cc1cc([N+](=O)[O-])nn1Cc1noc(C(=O)NCCc2ccccn2)n1 in the list: -25	0	-7	-2	-2	-24	0	-8	15	-7	-6
COc1ccc(S(=O)(=O)Nc2cccc3c2O[C@H](CN(C)S(=O)(=O)c2cn(C)cn2)[C@@H](C)CN([C@H](C)CO)C3=O)cc1 in the list: -12	-10	3	-4	1	-16	-2	10	0	-5	-5
Cc1cscc1-c1cc2nc(NCCCN(C)C)n(C)c(=O)c2s1 in the list: -16	-38	-8	.	-15	-15	20	2	-8	12	.
C[C@H](NC(=O)c1nc[nH]c1C(=O)NCC(=O)OCc1ccccc1)c1ccccc1 in the list: -10	34	1	5	-23	0	-9	12	10	-7	-5
O=C(COC(=O)c1ccc(CN2CCCC2=O)cc1)Nc1ccc(F)cc1 in the list: -16	-48	2	-8	-41	-22	-2	-13	-4	-18	1

Quoted at random: 2 records from the list.
SMILES	NCOA1 inh	TROY NFkB inh	NOD2 RIPK2 PPI	TLR9-MyD88 inh	SRC2 inh	NCOA3 inh	Vif inh	NR5A2 inv ag	COUP-TFII inh	C8 TRAIL sens	EBV LMP1 NFkB
COCc1ccc(C(=O)N2CCCC(CNC(=O)c3ccc(F)cc3)C2)o1 (stereo not drawn)	-10	-6	-5	7	-16	-33	1	1	-8	0	3
COCCCNC(=O)c1cc(C)nn1-c1ccccc1	7	-22	-6	-6	12	-12	4	11	-9	-2	-7

High-throughput results deposited in PubChem by several laboratories.
